# GSH fluor: GSH bead compound fluorescence profile | GSH beads flow cytometry, compound fluorescence 488/530 nm; stronger effect = higher value | fluorescence (KMESF) at 10 µM | 0.25% of 190,000 active | AID 1776; in the data active means fluorescence above about 89;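 further: glutathione beads carrying GST-tagged Bcl family fusion proteins plus one bare bead set; values are compound well signal with DMSO vehicle wells as background; inactives centre near 16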
# RGS7-Gao reg: modulates binding of RGS7 to human Galphao; 0.35% of 220,000 active; Multiplexed bead flow cytometry; actives lie on both sides; binding response (% of control), % at 10 µM; P09471; AID 1439; in the data active means binding response below about 49% or above about 150%; inconclusive means no clear call, values can overlap the other calls; inactive means in between;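 further: fluorescent Galphao held in activated GDP-AlF4 state binding bead-coupled RGS7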
# Bim-Bcl-2: inhibitors of Bim-Bcl-2 interaction, human | P10415 | 0.06% of 190,000 active | Bead-based flow cytometry, Bim peptide-Bcl-2 binding | inhibition, % at 10 µM; in the data active means inhibition above about 40%; inconclusive means no clear call, values can overlap the other calls;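 further: 0% = no compound wells with probe peptide and 100% = reference peptide inhibitor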
# Target sequence (P10415 whole entry, looked up): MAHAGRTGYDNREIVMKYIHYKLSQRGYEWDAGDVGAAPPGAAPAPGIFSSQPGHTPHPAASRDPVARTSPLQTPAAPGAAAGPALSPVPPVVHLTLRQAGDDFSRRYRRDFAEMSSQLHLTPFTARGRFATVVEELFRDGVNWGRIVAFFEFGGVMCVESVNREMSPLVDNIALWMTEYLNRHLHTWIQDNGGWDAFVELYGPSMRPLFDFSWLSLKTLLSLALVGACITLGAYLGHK
# RGS4-Gao reg: modulates binding of RGS4 to human Galphao; P09471; Multiplexed bead flow cytometry; actives lie on both sides; binding response (% of control), % at 10 µM; 0.33% of 220,000 active; in the data active means binding response below about 49% or above about 150%; inactive means in between;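 further: fluorescent Galphao activated with aluminum fluoride binding bead-coupled RGS4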
# RGS8-Gao: regulators of human RGS8-Galphao interaction. AID 1423. multiplexed bead flow cytometry, RGS8-Galphao binding; actives lie on both sides. P09471. response (percent of control binding), % at 10 µM. 0.34% of 220,000 active; in the data active means response below about 60% or above about 140%; inactive means in between;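 further: Galphao activated as the GDP aluminium fluoride complex binding bead-coupled RGS8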
# ABCG2 block: human ABCG2 inhibition, ABCB1 as counter-screen | Q9UNQ0 | 0.1% of 190,000 active | inhibition, % at 6.6 µM | IgMXP3 cells, JC-1 efflux, flow cytometry | AID 1325;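 active means inhibition above 80%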;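 further: 0% = DMSO and 100% = nicardipine control wells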
#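 Test system: ABCG2 IgMXP3 and barcoded ABCB1 CCRF-Adr cell mix; Schedule: cells with compound and JC-1, 10 min at 25 °C, rotating, no wash; Technique: flow cytometry of retained JC-1 fluorescence; Measure: % inhibition of efflux relative to nicardipine and DMSO; Controls: nicardipine high and DMSO low controls.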
# Bcl-XL Bim block: human Bim-Bcl-XL interaction inhibition. Bim peptide-Bcl-XL binding, bead flow cytometry, fluorescence. Q07817. 0.04% of 190,000 active. inhibition, % at 10 µM
# Target sequence (Q07817 whole entry, looked up): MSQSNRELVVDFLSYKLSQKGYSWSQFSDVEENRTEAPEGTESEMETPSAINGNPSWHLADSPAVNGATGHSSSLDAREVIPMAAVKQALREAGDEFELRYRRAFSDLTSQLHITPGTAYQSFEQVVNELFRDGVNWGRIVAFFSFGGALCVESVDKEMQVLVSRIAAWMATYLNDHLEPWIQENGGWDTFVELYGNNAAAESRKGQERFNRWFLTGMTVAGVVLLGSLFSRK
# Bcl-W Bim block: inhibitors of Bim-Bcl-W interaction, human; inhibition, % at 10 µM; 0.02% of 190,000 active; bead-based flow cytometry, Bim peptide-Bcl-W binding; Q92843; AID 952;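 further: 0% = bound tracer without compound and 100% = peptide blocker; higher means less fluorescent Bim peptide bound to Bcl-W beads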
# Target sequence (Q92843 whole entry, looked up): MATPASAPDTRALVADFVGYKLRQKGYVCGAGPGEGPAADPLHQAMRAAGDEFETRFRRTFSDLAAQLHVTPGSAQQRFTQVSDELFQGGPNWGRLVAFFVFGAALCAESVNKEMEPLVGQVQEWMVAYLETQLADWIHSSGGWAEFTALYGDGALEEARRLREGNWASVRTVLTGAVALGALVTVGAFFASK
# Bcl-B Bim block: inhibitors of Bim-Bcl-B interaction, human. bead-based flow cytometry, Bim peptide-Bcl-B binding. inhibition, % at 10 µM. 0.073% of 190,000 active;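 further: 0% = tracer peptide without compound and 100% = reference inhibitor peptide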
# Target sequence (Q9HD36 whole entry, looked up): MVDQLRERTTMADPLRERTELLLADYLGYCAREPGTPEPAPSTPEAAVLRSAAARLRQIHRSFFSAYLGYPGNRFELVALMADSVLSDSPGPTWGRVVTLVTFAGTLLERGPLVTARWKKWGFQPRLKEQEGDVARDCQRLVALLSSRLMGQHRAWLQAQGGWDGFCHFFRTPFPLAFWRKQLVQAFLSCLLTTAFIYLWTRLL
# ABCB1 inh: human ABCB1 inhibition, ABCG2 as counter-screen | P08183 | CCRF-Adr cells, JC-1 efflux, flow cytometry | inhibition, % at 6.6 µM | 0.067% of 190,000 active | AID 1326; in the data active means inhibition above about 40%;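 further: 0% = vehicle and 100% = reference inhibitor; higher value means more JC-1 retained so stronger ABCB1 efflux block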
# Bfl-1 Bim block: disrupts Bim binding to human Bfl-1. Q16548. Bead-based flow cytometry, Bim-Bfl-1 binding inhibition. inhibition, % at 10 µM. 0.12% of 190,000 active. AID 1008;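 further: 0% = wells without compound plus tracer and 100% = blocker peptide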
# * = called active by the depositor; ? = inconclusive. Unless noted, no stated cut-off is given here; in the data, active means inhibition above about 40%.
SMILES,GSH fluor,RGS7-Gao reg,Bim-Bcl-2,RGS4-Gao reg,RGS8-Gao,ABCG2 block,Bcl-XL Bim block,Bcl-W Bim block,Bcl-B Bim block,ABCB1 inh,Bfl-1 Bim block
O=C(NCC1CCCO1)c1onc(CSc2ccc(F)c(F)c2)c1C(=O)O (stereo not given),31,103,-11,102,105,0,-6,2,-8,-0.1,-14
Cc1c(CN2CCCCC2C)c(=O)n(-c2ccccc2)n1C (stereo not given),34,97,1,98,96,4,7,-1,0,0.8,4
COc1ccc(NC(=O)CCS(=O)(=O)c2ccc3c(c2)CCCN3C(C)=O)cc1,57,99,-10,103,103,-1,-10,-1,-11,0.0,-10
Cc1ccc(OCCCCn2ccnc2)c([N+](=O)[O-])c1,24,100,0,100,103,2,2,3,-2,0.4,-4
O=C1CC(N2CCOCC2)C(=O)N1CCN1C(=O)CC(N2CCOCC2)C1=O (stereo not given),5,100,-4,102,103,0,-6,-2,-8,0.3,-18
CN(C)S(=O)(=O)c1cccc(NC(=O)COC(=O)C2(c3ccccc3F)CCCC2)c1,8,103,-4,94,99,-1,-6,-2,-4,-0.7,-1
CCCOc1ccc(C(=O)C(CCC(CNCC)C(=O)c2ccc(OCCC)cc2)CNCC)cc1 (stereo not given),9,110,-1,110,112,1,-4,0,-13,0.5,-1
CCCCN(CC)CCCNC(=O)c1cn(CC)c2ccc(S(=O)(=O)N3CCc4ccccc4C3)cc2c1=O,13,101,0,101,99,0,-6,-3,-9,-0.1,-4
COc1ccc(C2(CNC(=O)CCC(=O)O)CCCC2)cc1,8,103,2,106,99,0,-2,-2,0,-0.1,0
COc1cc(OC)cc(-c2nc(-c3ccccc3)no2)c1,16,94,-3,94,99,0,-3,1,0,-0.4,-1
NC(=O)CC[C@@H]1NC(=O)[C@H](Cc2ccc(O)cc2)NC(=O)c2cc([N+](=O)[O-])cc(F)c2OCC[C@@H](C(N)=O)NC1=O,16,101,0,102,104,1,-4,0,-3,0.1,-1
Cc1cc(S(=O)(=O)Nc2nc(CN3CCOCC3)nc3sc4c(c23)CCCC4)ccc1F,53,98,-5,98,103,4,-8,2,-9,1.7,-14
CC(C)n1nnc2c(=O)oc3ccccc3c21,9,87,-1,85,66,0,-3,-1,-4,0.5,-1
COc1ccccc1N1CCN(c2ccc([N+](=O)[O-])cc2Cl)CC1,10,99,-8,102,99,33,-8,-5,-8,1.8,-5
Cn1nnnc1SCCNCC#Cc1ccccc1,11,95,0,92,98,2,-1,-2,0,0.6,0
Cc1occc1-c1nnc(SCC(=O)Nc2ccc(F)cc2)n1Cc1ccccc1,22,103,-2,102,104,6,-2,0,-1,2.1,2
Cc1cc(C)nc(SCc2nc3ncccn3c2Br)n1,18,99,-4,94,97,17,-1,1,13,1.1,-20
CC1(C)Oc2ccc3ccc(=O)oc3c2-c2cnoc21,17,149,-5,109,100,1,-3,0,-4,-0.1,-11
Cc1ccc(-c2cc(C(=O)NN=C3CCCC3)c3ccccc3n2)cc1,14,101,0,102,101,0,-1,0,-2,-0.3,0
CC(C)c1ccc(NC(=O)CCCN2C(=S)NC(C)(C)CC2C)cc1 (stereo not given),10,?,-4,99,99,13,0,1,-11,3.3,-5
COCCNC(=O)c1ccccc1NC(=O)c1ccccc1SC,19,98,0,98,97,1,-2,-3,-5,0.1,0
CCOc1ccc(/C=C/C(O)=C2/C(=O)NC3(C)CC2c2ccccc2O3)cc1OC (stereo not given),14,109,0,105,102,7,0,0,0,-1.0,-6
Cc1nn(-c2ccccc2)c(Cl)c1C(=O)Nc1c(C)n(C)n(-c2ccccc2)c1=O,21,99,5,101,101,0,1,0,4,-0.1,0
Nc1c([N+](=O)[O-])c(=O)oc2ccccc12,11,103,-3,104,107,4,-2,-2,-4,0.6,-12
CCOC(=O)N1CCN(C(=O)CSc2ccc(-c3ccc(OC)cc3)nn2)CC1,10,111,1,106,105,2,-1,0,-2,0.8,-3
COc1ccc(N2CCN(C(=O)CSc3nnc(COc4cccc5cccnc45)o3)CC2)cc1,10,97,3,102,98,6,0,0,0,1.4,-1
CCOC(=O)C1CCCN(CC(=O)Nc2cc(C)cc(C)c2)C1 (stereo not given),15,?,0,106,103,2,2,1,-8,0.5,-5
CN(C)S(=O)(=O)c1cc(C(=O)OCCn2cnc3c2c(=O)n(C)c(=O)n3C)ccc1Cl,28,?,-3,102,102,0,-6,-2,-4,0.0,-5
CCCC1=C(C(=O)OCC)C(c2c(C)nn(-c3ccccc3)c2Cl)C(C#N)=C(N)O1 (stereo not given),40,98,1,101,95,0,-3,0,-1,0.6,1
CCCC(c1nnnn1C(C)(C)C)N1CCN(Cc2ccccc2OC)CC1 (stereo not given),14,100,-5,100,101,1,-2,-1,-6,0.3,-5
Cc1ccc(Cc2nc(-c3cccnc3)no2)cc1,9,105,-10,107,103,6,-7,-7,-11,0.5,-8
Cc1cc(C)n2nc(CC(=O)NCc3ccccc3Cl)nc2n1,12,102,-11,106,105,5,-9,-7,-12,1.4,-7
Cc1cc(NC(=O)COC(=O)CCNS(=O)(=O)c2c(Cl)cccc2Cl)no1,14,101,0,99,100,5,0,-1,1,0.8,4
CCCn1nnnc1SCC(=O)N(C(C)C)C(C)C,8,102,2,101,95,2,2,4,1,0.3,2
O=C(c1ccc2c(c1)OCO2)N1CCN(c2ccc(Cl)cc2)CC1,27,99,-18,101,101,35,-13,-9,-12,1.6,-28
CCOC(=O)CCc1c(C)nc2cc(-c3ccc(F)cc3)[nH]n2c1=O,32,96,0,98,101,5,3,4,3,-0.3,0
c1ccc(-c2csc(Nc3nc(N4CCOCC4)nc(N4CCOCC4)n3)n2)cc1,4,100,-4,101,103,2,-2,0,-3,0.3,-11
O=C(c1ccccc1)N1CCN(S(=O)(=O)c2cccc(NS(=O)(=O)c3ccccc3)c2)CC1,13,94,0,95,98,0,-3,-1,-2,0.4,-1
CN(CCC#N)C(=O)CSc1nc2scc(-c3ccccc3)c2c(=O)[nH]1,11,101,0,102,100,1,-4,0,-2,0.0,0
CCC(C)NC(=O)c1cc(-c2ccccc2O)on1 (stereo not given),23,104,-9,103,101,1,-5,0,-6,0.3,-10

# Gathered by group: the entries above containing a cyano group
SMILES,GSH fluor,RGS7-Gao reg,Bim-Bcl-2,RGS4-Gao reg,RGS8-Gao,ABCG2 block,Bcl-XL Bim block,Bcl-W Bim block,Bcl-B Bim block,ABCB1 inh,Bfl-1 Bim block
CCCC1=C(C(=O)OCC)C(c2c(C)nn(-c3ccccc3)c2Cl)C(C#N)=C(N)O1 (stereo not given),40,98,1,101,95,0,-3,0,-1,0.6,1
CN(CCC#N)C(=O)CSc1nc2scc(-c3ccccc3)c2c(=O)[nH]1,11,101,0,102,100,1,-4,0,-2,0.0,0

# Following part:
SMILES,GSH fluor,RGS7-Gao reg,Bim-Bcl-2,RGS4-Gao reg,RGS8-Gao,ABCG2 block,Bcl-XL Bim block,Bcl-W Bim block,Bcl-B Bim block,ABCB1 inh,Bfl-1 Bim block
O=C(CCC(=O)c1cccs1)OCc1nnc(-c2ccccc2)o1,15,101,-7,102,100,1,-5,-2,1,0.4,-5
O=C1C2C3C=CC(C3)C2C(=O)N1c1n[nH]c(CCc2ccccc2)n1 (stereo not given),39,105,-11,104,104,5,-13,-2,-13,0.5,-18
COc1ccc(NC(=O)CNS(=O)(=O)c2ccccc2)cc1Cl,23,97,-2,98,92,2,-3,-2,-2,0.6,0
COc1ccccc1/C=N/OC(=O)c1ccc(F)cc1,19,105,-2,99,98,1,-6,0,-5,0.0,0
CCOC(=O)c1c(NC(=O)c2cccs2)sc(C(=O)N(C)C)c1C,45,111,-9,106,104,7,-11,2,-14,1.4,4
CC1(C)Oc2ccc(C(=O)N3CCOCC3)cc2N(CC(=O)N2CCOCC2)C1=O,13,97,-2,97,99,1,-4,-5,0,0.1,-3
COc1ccc(S(=O)(=O)NCCc2nnc3ccc(SCC(=O)Nc4nc(C)cs4)nn23)cc1,8,99,-2,98,101,8,-3,-4,-4,2.7,-2
CC(=O)NCC1CCCN(c2nc3nonc3nc2N(C)Cc2ccccc2)C1 (stereo not given),10,89,0,98,99,2,1,13,0,0.3,-3
Cc1cccc(-c2noc(CN(C(=O)CCc3ccccc3)C(C)C)n2)c1,15,101,-6,104,102,8,-2,2,-7,2.6,-8
Cc1ccc(C(=O)/C=C/N(C)C)o1,15,?,-4,101,103,66,-5,-5,-6,2.1,-6
Cc1cccc(CC2CC(=O)N(c3nc4ccccc4s3)C2=O)c1 (stereo not given),10,101,0,99,101,0,-1,0,-6,-0.2,-3
O=C(NC1CCN(C(=S)NCc2ccco2)CC1)C12CC3CC(CC(C3)C1)C2,17,100,-4,102,103,1,-4,-1,-6,0.2,-5
Cc1ccc(-c2cc(C)nc3ncnn23)cc1,14,103,-2,103,101,1,-3,0,-7,-0.1,-5
Cc1ccc(CN2CCC(CO)(CC3CCCCO3)CC2)o1 (stereo not given),14,91,-3,93,101,1,0,1,-2,0.2,2
CCC(=O)c1ccc(N2CCCC2)c(F)c1,63,100,0,101,104,0,-5,-4,-4,-0.4,0

# Compounds shown so far with an aryl methoxy group (eleven):
SMILES,GSH fluor,RGS7-Gao reg,Bim-Bcl-2,RGS4-Gao reg,RGS8-Gao,ABCG2 block,Bcl-XL Bim block,Bcl-W Bim block,Bcl-B Bim block,ABCB1 inh,Bfl-1 Bim block
COc1ccc(NC(=O)CCS(=O)(=O)c2ccc3c(c2)CCCN3C(C)=O)cc1,57,99,-10,103,103,-1,-10,-1,-11,0.0,-10
COc1ccc(C2(CNC(=O)CCC(=O)O)CCCC2)cc1,8,103,2,106,99,0,-2,-2,0,-0.1,0
COc1cc(OC)cc(-c2nc(-c3ccccc3)no2)c1,16,94,-3,94,99,0,-3,1,0,-0.4,-1
COc1ccccc1N1CCN(c2ccc([N+](=O)[O-])cc2Cl)CC1,10,99,-8,102,99,33,-8,-5,-8,1.8,-5
CCOc1ccc(/C=C/C(O)=C2/C(=O)NC3(C)CC2c2ccccc2O3)cc1OC (stereo not given),14,109,0,105,102,7,0,0,0,-1.0,-6
CCOC(=O)N1CCN(C(=O)CSc2ccc(-c3ccc(OC)cc3)nn2)CC1,10,111,1,106,105,2,-1,0,-2,0.8,-3
COc1ccc(N2CCN(C(=O)CSc3nnc(COc4cccc5cccnc45)o3)CC2)cc1,10,97,3,102,98,6,0,0,0,1.4,-1
CCCC(c1nnnn1C(C)(C)C)N1CCN(Cc2ccccc2OC)CC1 (stereo not given),14,100,-5,100,101,1,-2,-1,-6,0.3,-5
COc1ccc(NC(=O)CNS(=O)(=O)c2ccccc2)cc1Cl,23,97,-2,98,92,2,-3,-2,-2,0.6,0
COc1ccccc1/C=N/OC(=O)c1ccc(F)cc1,19,105,-2,99,98,1,-6,0,-5,0.0,0
COc1ccc(S(=O)(=O)NCCc2nnc3ccc(SCC(=O)Nc4nc(C)cs4)nn23)cc1,8,99,-2,98,101,8,-3,-4,-4,2.7,-2

# Screening results: PubChem, NMMLSC
